KCNK3 block: human KCNK3 channel inhibitors, primary screen, CHO cells, FluxOR thallium flux, B-score; Potassium channel subfamily K member 3 (Homo sapiens), O14649; FluxOR fluorescence; stronger effect = lower value; B-score at 10 µM; 340,000 tested, 0.84% active;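 active = B-score under library mean minus 4 SD, starting fluorescence ratio at most library mean plus 5 SD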;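 note: more negative B-score means stronger inhibition of thallium flux through KCNK3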
MrgX1 ag: agonists of human MrgX1 receptor, primary screen, HEK293 cells, Fluo-4 calcium flux | Mas-related G-protein coupled receptor member X1 (Homo sapiens), Q96LB2 | Fluo-4 calcium fluorescence, agonist mode; stronger effect = higher value | B-score at 10 µM | 310,000 tested, 0.44% active;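 active = calcium response B-score plate-corrected fluorescence ratio at least 3 library SD, with starting fluorescence B-score inside 5 SD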
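times = overnight plating, then 30 min 37 °C plus 30 min room-temperature dye loading | assay system = stable human MrgX1 HEK293 cell line | input = fifteen thousand cells per well | signal = kinetic calcium dye fluorescence, Fluo-4 NW | dosing = compound delivered in addition one of three | read-out = B-scored fluorescence response ratio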
KCNK9 block: KCNK9 potassium channel inhibitors, primary screen, HEK293 cells, thallium flux; B-score at 10 µM; 310,000 tested, 1.2% active; FluxOR thallium flux fluorescence; stronger effect = lower value; Potassium channel subfamily K member 9 (Homo sapiens), Q9NPC2; AID 488922, 2010;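 active = ratio B-score over 3 SD below the library mean, with starting fluorescence within 5 SD of its mean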;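 note: negative B-score means less thallium flux so channel inhibition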
ANO1 activ: TMEM16A chloride channel activators or potentiators, primary screen, cell-based, HTS; 340,000 tested, 0.3% active; AID 623877, 2012; HEK293 TMEM16A/YFP-H148Q/I152L, iodide quench fluorescence; stronger effect = lower value; Anoctamin-1 (Mus musculus), Q8BHY3; B-score at 10 µM;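 active = fluorescence-ratio B-score plate-corrected deviation score at least 3 library SD below zero, with starting fluorescence score within 5 deviations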;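 note: channel opened by trigger with iodide after compound preincubation; score built on the fluorescence ratio of max minus min over baseline; more negative score means more quench and so TMEM16A activation or potentiation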
TMEM16A inh: TMEM16A chloride channel inhibitors, primary screen, cell-based, HTS; HEK293 TMEM16A/YFP iodide influx fluorescence, ionomycin; normalized B-score (activity score, 25-100; higher = stronger inhibition) at 10 µM; 310,000 tested, 1.2% active;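 active = ratio plate-corrected score three or more library SD toward inhibition, starting fluorescence score within five deviations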;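 note: score derived from kinetic fluorescence span divided by baseline fluorescence per well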
RGS4 act: RGS4 potentiators or activators, primary screen, cell-based, HEK293 M3R inducible RGS4, calcium flux | carbachol calcium flux Fluo4; stronger effect = lower value | B-score at 10 µM | 310,000 tested, 0.92% active | AID 463111, 2010;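 active = B-score of the integrated calcium signal more than 4 SD below the library mean, with starting fluorescence not abnormally high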;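 note: negative B-score means reduced calcium response which marks RGS4 activation or potentiation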
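Assay system: Inducible-RGS4 HEK293 cells carrying M3 receptor | Schedule: Compound preincubation 20 min at room temperature before agonist | Signal: Kinetic calcium fluorescence imaging with Fluo4-AM dye, 2 µM | Read-out basis: B score from integrated fluorescence ratio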
RGS4 inh: RGS4 inhibitors, primary screen, cell-based, HEK293 M3R inducible RGS4, calcium flux; 310,000 tested, 0.45% active; B-score at 10 µM; Regulator of G-protein signaling 4 (Homo sapiens), P49798; Fluo-4 calcium flux; stronger effect = higher value; triggered by carbachol at its EC20;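 active = B-score, a plate-corrected calcium signal, over three deviations above library mean, with baseline fluorescence within five deviations of library mean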;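 note: RGS4 expression induced by doxycycline in cells with stable M3 receptor; B-score is computed from the integrated fluorescence ratio over baseline after carbachol; higher B-score means a larger calcium signal and so more RGS4 inhibition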
Target sequence (P49798 whole entry, looked up): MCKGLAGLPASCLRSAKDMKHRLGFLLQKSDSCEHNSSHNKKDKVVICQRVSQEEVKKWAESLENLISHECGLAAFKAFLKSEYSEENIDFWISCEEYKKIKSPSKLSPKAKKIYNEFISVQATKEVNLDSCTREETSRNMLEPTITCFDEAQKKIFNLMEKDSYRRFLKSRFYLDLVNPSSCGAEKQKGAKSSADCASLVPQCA
MrgX1 PAM: positive allosteric modulators of MrgX1, primary screen, HEK293 cells, Fluo-4 calcium flux; FDSS; stronger effect = higher value; B-score at 10 µM; Mas-related G-protein coupled receptor member X1 (Homo sapiens), Q96LB2; AID 588675, 2011; 310,000 tested, 0.63% active;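 active = plate-corrected calcium response at least 3 library SD above typical, normal starting fluorescence, not activating the receptor alone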;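 note: compound read alongside a low EC10 to EC30 dose of BAM8-22 agonist; peak minus trough fluorescence over baseline measured at the second addition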
KCNQ1 block: inhibitors of human KCNQ1 channel, primary screen, cell-based, thallium flux, high-throughput; 310,000 tested, 1.3% active; B-score at 10 µM; AID 2642, 2010; Potassium voltage-gated channel subfamily KQT member 1 (Homo sapiens), P51787; CHO-K1 KCNQ1, FluxOR thallium flux fluorescence; stronger effect = higher value;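 active = compounds whose thallium flux B-score, printed positive for inhibition, exceeds three library SD while starting fluorescence stays within three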;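 note: channel opened by potassium depolarization with thallium stimulus after 20 min compound exposure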
Target sequence (P51787 whole entry, looked up): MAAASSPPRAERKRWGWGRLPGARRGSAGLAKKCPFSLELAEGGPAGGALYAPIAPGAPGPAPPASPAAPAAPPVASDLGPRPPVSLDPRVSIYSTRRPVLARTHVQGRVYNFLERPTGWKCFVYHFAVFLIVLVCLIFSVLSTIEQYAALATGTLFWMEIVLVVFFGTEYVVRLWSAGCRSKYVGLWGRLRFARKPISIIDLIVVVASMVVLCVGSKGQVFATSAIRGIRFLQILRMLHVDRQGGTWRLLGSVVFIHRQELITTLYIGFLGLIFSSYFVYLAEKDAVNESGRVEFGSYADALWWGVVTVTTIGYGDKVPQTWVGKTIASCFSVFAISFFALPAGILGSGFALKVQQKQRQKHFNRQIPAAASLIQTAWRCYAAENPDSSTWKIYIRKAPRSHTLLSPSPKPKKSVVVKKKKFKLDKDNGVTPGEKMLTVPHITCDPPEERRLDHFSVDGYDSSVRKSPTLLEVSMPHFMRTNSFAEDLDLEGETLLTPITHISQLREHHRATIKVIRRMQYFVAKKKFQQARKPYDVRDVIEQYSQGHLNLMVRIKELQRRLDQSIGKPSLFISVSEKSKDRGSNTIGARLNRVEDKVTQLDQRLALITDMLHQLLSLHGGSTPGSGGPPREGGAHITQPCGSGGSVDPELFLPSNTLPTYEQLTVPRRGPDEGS
hERG rescue: hERG rescue from dofetilide block, primary screen, cell-based, CHO-hERG, FluxOR thallium flux, dofetilide IC70; dofetilide IC70 present; activation (rescue from dofetilide block), less the hit threshold, % at 10 µM; 310,000 tested, 0.51% active; AID 1511, 2009;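 active = activation above the mean of controls blocked by dofetilide plus 5 SD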;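 note: thallium influx through hERG after potassium depolarization seen as dye fluorescence rise; in these data hits start at about 4.7%; inactives centre near -7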
KCNQ1 act: potentiators or activators of KCNQ1 channel, primary screen, cell-based, thallium flux, high-throughput | B-score at 10 µM | AID 2648, 2010 | Potassium voltage-gated channel subfamily KQT member 1 (Homo sapiens), P51787 | 310,000 tested, 0.35% active | CHO-K1 KCNQ1, thallium flux FluxOR fluorescence; stronger effect = higher value;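 active = fluorescence ratio B-score, a plate-corrected score, at least three library SD, with initial intensity B-score within 5 SD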
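assay system = CHO-K1 cells stably expressing KCNQ1 | medium = assay buffer, equal DMSO in all wells | timing = 37 °C overnight plating, 90-min dark dye load, 20-min compound pretreatment | measured by = kinetic FluxOR thallium fluorescence, 10-s 1-Hz baseline, 110-s post-stimulus read | measure = fluorescence change relative to baseline, converted to B score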
Starred values were filed as active, the others as inactive; i = inactive; nt = no result given.

SMILES	RGS4 inh	TMEM16A inh	hERG rescue	MrgX1 ag	KCNQ1 block	RGS4 act	KCNK9 block	KCNK3 block	ANO1 activ	MrgX1 PAM	KCNQ1 act
CCOc1cc(/C=N/Nc2nc(-c3cccs3)c(NC(C)=O)s2)ccc1O	i	i	-16	i	i	i	i	i	i	i	i
CCO[C@H]1OC(C(=O)NCc2nc3ccccc3[nH]2)=C[C@@H](c2ccc(C(F)(F)F)cc2)[C@@H]1CCCO	i	i	-7	i	i	i	i	i	i	i	i
CNc1nnc(CSc2nc(C)cc(C)n2)s1	i	i	-5	i	i	i	i	i	i	i	i
Cc1ccc(NC(=S)NN(C)c2nc(C)cnc2C)cc1	i	i	-6	i	i	i	i	i	i	i	i
CC1(C)Cc2c(sc3c2C(=O)N(c2ccccc2)C2=NCCCN23)CO1	i	i	-8	i	i	i	i	i	i	i	i
Cc1ccc(CC(=O)NCc2ccc(F)cc2)cc1	i	i	-7	i	i	i	i	i	i	i	i
O=C(Nc1ccc(Br)cc1)C(c1ccccc1)c1ccccc1	i	i	-5	i	i	i	i	i	i	i	i
O=C(c1ccccc1)N1CCN(CC#Cc2ccccc2)CC1	i	i	-6	i	i	i	i	i	i	i	i
O=C(CCCN1CCC(NC(=O)c2ccccc2)CC1)c1ccc(Cl)cc1	i	i	-11	i	i	i	i	i	i	i	i
CC(O)c1cccc(NC(=O)CCCc2ccccc2)c1 (configuration not stated)	i	i	-18	i	i	i	i	i	i	i	i
O=C(COc1ccccc1)NC1CCCN(Cc2ccccc2F)C1 (configuration not stated)	i	i	-5	i	i	i	i	i	i	i	i
Cc1ccc([N+](=O)[O-])c(OCCN2CCCCCC2)c1	i	i	-10	i	i	i	i	i	i	i	i
CC1Oc2ccccc2N(CC(=O)c2ccc(F)cc2)C1=O (configuration not stated)	i	i	-9	i	i	i	i	i	i	i	i
COC(=O)[C@H](Cc1ccccc1)NC(=O)N1CCCCC1	i	i	-9	i	i	i	i	i	i	i	i
Cc1ccc(C(=O)N2CC(=O)Nc3ccc(C)cc3C2c2ccccc2)cc1 (configuration not stated)	i	nt	-9	nt	i	i	i	i	i	nt	i
O=C1CN(C(=O)COc2ccc(Cl)cc2Cl)c2ccccc2N1	i	i	-6	i	i	i	i	i	i	i	i
Cc1c(C)c2ccc(OCC(=O)Nc3nccs3)cc2oc1=O	i	i	-8	i	i	i	i	i	i	i	i
CC(C)C(c1nnnn1CCc1ccccc1)N1CCSCC1 (configuration not stated)	i	i	-16	i	i	i	i	i	i	i	i
Cc1ccc(P(=O)(OCCN2CCOCC2)C(C)(C)C)o1 (configuration not stated)	i	i	-10	i	i	i	i	i	i	i	i
COc1cc(C2C(C#N)=C(N)Oc3c2c(-c2ccccc2)nn3-c2ccccc2)cc(OC)c1OC (configuration not stated)	i	i	-5	i	i	i	i	i	i	i	i
Cc1ccc(S(=O)(=O)N(CCC(=O)Nc2ccc(OC(F)(F)F)cc2)c2ccccc2)cc1	i	i	-6	i	i	i	i	i	i	i	i
Cc1ccccc1/C=C\c1nc2ccccc2c(=O)[nH]1	i	i	-8	i	i	i	i	i	i	i	i
CCOC(=O)c1[nH]c2ccccc2c1NC(=O)COC	i	i	-13	i	i	i	i	i	i	i	i
NC(=O)NCc1ccccc1Cl	i	i	-2	i	i	i	i	i	i	i	i
COc1ccc(C)cc1NC(=O)CN1CCN(S(=O)(=O)c2ccc(Br)cc2)CC1	nt	i	nt	i	nt	nt	nt	i	i	i	nt
O=C(CN1C(=O)S/C(=C\c2ccc(-c3cc(C(=O)O)ccc3Cl)o2)C1=O)Nc1ccc2c(c1)OCO2	i	i	-17	i	i	i	i	i	i	i	i
O=C(CCc1nc(-c2ccccc2F)no1)NCCc1ccccc1Cl	i	i	-11	i	i	i	i	i	i	i	i
CC(=O)NCCc1nc2cc(NC(=O)c3ccccc3C)ccc2n1C	i	i	-17	i	i	i	i	i	i	i	i
CCn1c(SCC(=O)Nc2ccc3c(c2)OCCO3)nnc1-c1cccs1	i	i	-8	i	i	i	i	i	i	i	i
COc1ccc(-c2[nH]ncc2-c2nc(C)cs2)c(O)c1	i	i	-7	i	i	i	i	i	i	i	i

SMILES	RGS4 inh	TMEM16A inh	hERG rescue	MrgX1 ag	KCNQ1 block	RGS4 act	KCNK9 block	KCNK3 block	ANO1 activ	MrgX1 PAM	KCNQ1 act
O=C(NCc1ccc2c(c1)OCO2)c1cccc([N+](=O)[O-])c1	i	i	-4	i	i	i	i	i	i	i	i
Nc1cc(-c2ccccc2)nn1S(=O)(=O)c1ccc(F)cc1	i	i	-13	i	i	i	i	i	i	i	i
O=C(NC(=S)Nc1ccccc1Cl)C1CC1	i	i	-7	i	i	i	i	i	i	i	i
CCOC(=O)C1(CCCc2ccccc2)CCN(C(=O)c2ccoc2)CC1	i	i	-12	i	i	i	i	i	i	i	i
CC(C)(C)N1CC23CCC(C[C@@H]2C1=O)O3 (some centres not stated)	i	i	-3	i	i	i	i	i	i	i	i
CCOC(=O)C1=C(c2ccccc2)NC(=O)NC1c1cc(Cl)c(O)c(OC)c1 (configuration not stated)	i	i	-12	i	i	i	i	i	i	i	i
O=C(CNC(=O)c1ccc(Br)o1)NC1CCCCCC1	i	i	-9	i	i	i	i	i	i	i	i
O=C(Nc1ccc(Cl)cc1C(=O)Nc1ccccn1)c1ccco1	i	i	-5	i	i	i	i	i	i	i	i
COc1ccc(C(=O)Nc2ccc(/C(C)=N/NC(=O)c3ccccc3O)cc2)cc1OC	i	i	-9	i	i	i	i	i	i	i	i
Cc1ccc(S(=O)(=O)N2CCN(CC(O)c3ccccc3)CC2)cc1C (configuration not stated)	i	i	-4	i	i	i	i	i	i	i	i
Cc1ccc(-n2ncc3c2CC(C)(C)CC3NC(=O)CCn2cncn2)cc1 (configuration not stated)	i	i	-10	i	i	i	i	i	i	i	i
CC(=O)N1CCN(C(=O)c2cc(S(=O)(=O)N(C)c3ccc(F)cc3)ccc2Cl)CC1	i	i	-5	i	i	i	i	i	i	i	i
CCN(CC)CCCNc1oc(-c2ccc(OC)c(OC)c2)nc1C#N	i	i	-6	i	i	i	i	i	i	i	i
Cc1ccccc1/C=N/NC(=O)Cn1nnc(N)n1	i	i	0	i	i	i	i	i	i	i	i
Cc1c(-c2cccs2)[n+](=O)c2c(n1[O-])CCC2	i	i	-4	i	i	i	i	i	i	i	i
COc1ccc(C(=O)/C=C/c2ccc(OC)c(COc3ccc(F)cc3)c2)cc1	i	i	-5	i	i	i	-13*	-10*	i	i	i
N#CCC(=O)Nc1ccc(C(=O)OCC(=O)NNC(=O)c2cccs2)cc1	i	i	-7	i	i	i	i	i	i	i	i
O=[N+]([O-])c1ccccc1S(=O)(=O)NCCc1ccncc1	i	i	-4	i	i	i	i	i	i	i	i
Cc1cc(N2CCN(c3ccccc3)CC2)nc2ccccc12	i	i	-12	i	i	i	i	i	i	i	i
N/C(=N\OC(=O)Cc1ccc([N+](=O)[O-])cc1)c1ccccn1	i	nt	-14	nt	i	i	i	i	i	nt	i
Cc1ccc(CSc2nc3nc(C)cc(C)c3c(=O)[nH]2)cc1	i	i	-8	i	i	i	i	i	i	i	i
COC(=O)C1=C(C)N(Cc2ccccc2)C(=NCCCCO)N[C@H]1c1ccccc1	i	i	-4	i	i	i	i	nt	nt	i	i
CC(C)OC(=O)Cc1nc2sc(-c3ccccc3)cc2c(=O)[nH]1	i	i	-9	i	i	i	i	i	i	i	i
O=C(Nc1ccc(F)cc1)c1ccc2ncsc2c1	i	i	-6	i	i	i	i	i	i	i	i
O=C(NCc1ccccn1)c1cc2cc(Br)ccc2oc1=O	i	i	-10	i	i	i	i	i	i	i	i
O=C(CSc1ccc(-c2ccccn2)nn1)NC1CCCC1	i	i	-8	i	i	i	i	i	i	i	i
CCN(CC)c1nc(Oc2ccc(=O)[nH]n2)nc(N2CCOCC2)n1	i	i	-5	i	i	i	i	i	i	i	i
Cc1cccc(S(=O)(=O)c2c(N)n(Cc3ccco3)c3nc4ccccc4nc23)c1	i	i	-10	i	6*	i	i	i	i	i	i
CCOC(=O)c1ccc(NC(=O)CCNS(=O)(=O)c2cccs2)cc1	i	i	-6	i	i	i	i	i	i	i	i
Cc1cc(OCCN2CCOCC2)nc2ccccc12	i	i	-7	i	i	i	i	i	i	i	i
O=C(CN(Cc1ccccc1Cl)C(=O)CCC(=O)Nc1nccs1)NCC1CCCO1 (configuration not stated)	i	i	-1	i	i	i	i	i	i	i	i
Cc1ccc(CNC(=O)C2CCCN(S(=O)(=O)c3c(C)n[nH]c3C)C2)cc1 (configuration not stated)	i	i	-2	i	i	i	i	i	i	i	i
COc1cc(-c2nc3oc4ccccc4c(=O)c3c(=O)n2Cc2ccco2)cc(OC)c1OC	i	i	-11	i	i	i	i	i	i	i	i
